# Source: PubChem BioAssay
# HT1080-NT tox = kills 2HG-producing HT-1080-NT fibrosarcoma cells; HT-1080-NT fibrosarcoma viability, CellTiter-Glo ATP luminescence, 48 h; Potency, µM (highest dose often 46.1 µM), inactives show top-dose activity, negative = less viability, hits mostly cytotoxic; 1.6% of 360,000 active; AID 686970;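 further: NT is the 2HG producing partner of a matched IDH1 knockdown line; potency means the concentration at half of the fitted maximal effect; 0% = DMSO-treated cells and -100% = media-only wells without cells; nearly all actives have a fitted effect of over 55% in size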
#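 Luminescent CellTiter-Glo readout after 48 hours of compound exposure at 37 degrees C defined viability of HT-1080-NT cells. Activity was normalized to DMSO wells and cell-free media wells; concentration-response curves were fitted and assigned curve classes.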
# MCF10A rerep = DNA re-replication induction in MCF 10a cells | 2.9% of 350,000 active | Potency, µM (highest dose often 46.1 µM), for the others: at the top dose activity, positive = re-replication, most hits filed as activators | MCF 10A DNA re-replication, Hoechst nuclear intensity, 48 h | AID 624296; further: potency means the concentration at half of the fitted maximal effect; % of control where 0% means no effect; nearly all actives have a fitted effect of over 50% in size
# HT1080 IDH1KD tx = HT-1080 IDH1 knockdown cell toxicity (counter line); HT-1080 IDH1 knockdown viability, ATP luminescence, 48 h; Potency, µM (series often up to 46.1 µM), for the others: at the top dose activity, negative = toxicity, usual class: cytotoxic; 2% of 360,000 active; AID 686971;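 further: potency means the concentration at half of the fitted maximal effect; 0% = DMSO wells and -100% = cell-free medium wells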
#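 IDH1KD HT-1080 cells, 750/well, RPMI + 5% FBS; compound pinned after 2 h settling; 48 h, 37 °C; CellTiter-Glo luminescence; % activity normalised to DMSO and no-cell wells; curves fitted, classed by r2 and efficacy.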
# KB-V1 cytotox = KB-V1 MDR subline cytotoxicity. KB-V1 MDR cells viability, CellTiter-Glo, 72 h. Potency, µM (top dose mostly 46.1 µM), for inactives: at the top dose activity change, negative = cytotoxicity, actives largely listed as cytotoxic. 3.4% of 400,000 active; further: potency means the concentration at half of the fitted maximal effect; on the % scale 0 is the no-effect control and ±100 the full control effect; nearly all actives have a fitted effect of over 60% in size
#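 KB-V1 MDR subline cells in DMEM (phenol-red free, 10% FBS) exposed to compounds in qHTS concentration series for 72 h at 37 degrees C. Viability read by CellTiter-Glo luminescence; concentration-effect curves fitted after normalization and correction.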
# IL1B secr inh = blocks inflammasome-driven IL-1 beta release; THP-1 LPS/ATP IL-1B secretion, AlphaLISA, 16 h; hits give low values; activity change, % at 57.5 µM; 4.7% of 360,000 active; AID 743279; in the data active means activity change below about -50%; inconclusive means mostly about -30% to -49%; further: on the % scale 0 is the no-effect control and ±100 the full control effect
#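 THP-1 cells pretreated 1 hr with compounds (up to 57.5 uM final), then stimulated with LPS (250 ng/mL final) plus ATP (1.25 mM final); secreted IL-1B measured by AlphaLISA after 16 hr, decreased signal indicating inhibition.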
# GLP1R cytotox = cytotoxic in the GLP-1 receptor inverse agonist counter-screen | HEK293 cAMP-luciferase reporter cells, luminescence, 24 h | Potency, µM (doses to about 38.3 µM), for the others: at the highest dose activity change, negative = inhibition, actives largely listed as inhibitors | 0.13% of 410,000 active | AID 624418;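 further: loss of luciferase light is scored as toxicity; potency means the concentration at half of the fitted maximal effect; on the % scale 0 is the no-effect control and ±100 the full control effect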
#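 MLSMR compounds, 24 hr on cells at 37 deg C/5% CO2; luminescence after luciferase reagent (12 min RT). Inhibition counted as the undesired cytotoxic outcome.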
# KB-3-1 cytotox = KB-3-1 parental cell cytotoxicity; KB-3-1 viability, CellTiter-Glo ATP luminescence, 72 h; Potency, µM (doses to about 46.1 µM), for inactives: at the highest dose activity change, negative = cytotoxic, usual class: cytotoxic; 1.4% of 400,000 active; AID 1347075; further: potency means the concentration at half of the fitted maximal effect; on the % scale 0 is the no-effect control and ±100 the full control effect; nearly all actives have a fitted effect of over 60% in size
#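 Cytotoxicity in the drug-sensitive parental line KB-3-1 was scored as loss of CellTiter-Glo luminescence following 72 h incubation with compound. Values come from curve fitting of normalized concentration-response data.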
# D3 ag = D3 dopamine receptor (human) agonism; P35462; D3R DiscoveRx beta-arrestin cells, luminescence, 90 min; max activation, %; 0.58% of 410,000 active; AID 652048; in the data active means max activation above about 30%; further: 0% is about no effect; mostly tested at two doses, the higher about 12 µM
# Target sequence (P35462 whole entry, looked up): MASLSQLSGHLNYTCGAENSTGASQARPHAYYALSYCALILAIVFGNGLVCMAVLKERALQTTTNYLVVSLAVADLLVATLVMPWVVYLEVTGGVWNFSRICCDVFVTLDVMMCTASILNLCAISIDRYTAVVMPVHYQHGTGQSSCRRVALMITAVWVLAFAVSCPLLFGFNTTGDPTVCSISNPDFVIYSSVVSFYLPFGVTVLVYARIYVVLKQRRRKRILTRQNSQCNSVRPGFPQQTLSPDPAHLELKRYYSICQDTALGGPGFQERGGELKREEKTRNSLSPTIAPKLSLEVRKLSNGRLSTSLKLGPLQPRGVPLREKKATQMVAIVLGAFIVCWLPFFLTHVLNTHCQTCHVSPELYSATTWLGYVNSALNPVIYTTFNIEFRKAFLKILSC
#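 Cells at 1500/well, incubated overnight, then treated with pinned compounds (dopamine as control) for 90 min at 37 degrees C. DiscoveRx reagent added for 30 - 60 minutes at room temperature; luminescence read.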
# SW480 rereplic = inducers of DNA re-replication in SW480 colon cancer cells; SW480 DNA re-replication, Hoechst DNA content imaging, 48 h; Potency, µM (series often up to 46.1 µM), for the others: at the highest dose re-replication activation, hits mostly activators; 1.8% of 340,000 active; AID 624297; further: potency means the concentration at half of the fitted maximal effect; % of control where 0% means no effect; nearly all actives have a fitted effect of over 55% in size
#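 First, 250 cells per well were seeded. Next, compound or vehicle (23 nL) was pinned in, plates sat 48 hr at 37 C. Finally Hoechst was added for 40 min before fluorescence scanning.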
# Active calls of the source: *; ? = inconclusive; / = not tested or not shown; [ ] = remark or other dose. Unless noted, the call rests on the fitted dose curve; in most records, active means well fitted curve in the direction sought with a large enough effect; inconclusive means small, poorly fitted or top-dose-only effect, or another doubt; inactive means no such curve, though single readings can be large; an effect the other way counts as inactive or inconclusive.
smiles	HT1080-NT tox	MCF10A rerep	HT1080 IDH1KD tx	KB-V1 cytotox	IL1B secr inh	GLP1R cytotox	KB-3-1 cytotox	D3 ag	SW480 rereplic
CC(Oc1ccc(F)cc1)C(=O)N1CCC(c2nc3ccccc3s2)CC1 (stereo not drawn)	/	/	/	8.2µM*	/	18%	0%	4	/
Cc1c(/C=N/NC(=O)c2sc3ccccc3c2Cl)cnn1C	-19%	18%	?	-2%	-13	2%	5%	1	-4%
CC(=O)Nc1ccc(CNc2nc3cc(-c4ccc(F)cc4)sc3c(=O)n2C)cc1	-8%	/	-1%	-2%	-2	4%	-8%	2	/
Cc1cccc(C)c1NC(=O)CSc1nc(C)c(CC(=O)c2ccc(Br)cc2)c(C)c1C#N	34%	16µM*	14%	?	24	-16%	?	5	10%
C[C@H](NC(=O)[C@@H]1CSC2c3ccccc3C(=O)N21)C(=O)NCCc1ccccc1 (stereo partly drawn)	11%	12%	11%	24%	0	2%	14%	-3	1%
Cc1noc(C)c1COc1ccc(C(=O)OCC(=O)Nc2ccc3ccccc3c2)cc1	-4%	?	-10%	-1%	19	-3%	-2%	-2	1%
O=C(c1ccccc1)N1CCCCC(Sc2nnnn2-c2ccccc2)C1=O (stereo not drawn)	5%	2%	-1%	-4%	12	4%	-10%	-10	-1%
O=C(CN(Cc1ccccc1Cl)S(=O)(=O)c1ccc(Cl)cc1)N/N=C/c1ccc(C(=O)O)cc1	-4%	-53%[inhibitor]	-2%	-9%	6	11%	-4%	-7	-5%
Cc1cc(=O)n2[nH]c(C)c(-c3ccc(Cl)cc3)c2n1	?	-3%	-26%	?	1	-20%	-18%	-11	0%
O=C(CNC(=O)c1ccccc1O)N/N=C/c1cc(Br)ccc1OC(=O)/C=C/c1ccco1	?	16%	?	?	77	34%	?	-20	?
O=C(Cc1cccc(NC(=O)C2CCCN(C(=O)C3CC3)C2)c1)Nc1cccc(C(=O)N2CCOCC2)c1 (stereo not drawn)	10%	?	5%	26%	17	2%	5%	5	23%[9.22 µM]
CCOC(=O)c1sc(NC(NC(=O)c2ccco2)(C(=O)OC)C(F)(F)F)nc1C (stereo not drawn)	3%	-1%	3%	?	-17	5%	?	-5	2%
Cc1ccc(NC(=O)N2CCCC2C(=O)NCCC2=CCCCC2)cc1 (stereo not drawn)	-1%	2%	1%	-23%	-19	-2%	1%	-3	-14%
CCCCNC(=O)CN1C(=O)NC2(CCCc3ccccc32)C1=O (stereo not drawn)	2%	2%	-2%	-15%	-10	12%	1%	-2	1%
Cc1ccn(Cc2n[nH]c(=S)n2Cc2ccccc2)n1	11%	-4%	12%	20%	14	3%	0%	-15	2%
CCCCNC(=O)NNC(=O)C1CC1(c1ccccc1)c1ccccc1 (stereo not drawn)	14%	0%	17%	0%	12	-13%	15%	0	-4%
CCN1CCN(c2ncc3c(n2)CCN(Cc2ccccc2C)C3)CC1	/	/	/	11%	/	-13%	?	-10	/
Cc1cc(NC(=O)CCC(=O)N(c2cccnc2)C(C(=O)NC2CCCC2)c2ccccc2)no1 (stereo not drawn)	5%	-10%	-3%	-2%	-1	-2%	0%	0	-1%
COc1ccc(C2C=C(C)Nc3nc(SC)nn32)cc1 (stereo not drawn)	1%	2%	6%	0%	-28	-11%	10%	-1	-7%
O=C(COC(=O)c1cnccn1)NC(=O)c1ccccc1	-3%	-1%	5%	-5%	-1	6%	-3%	-6	-2%
Cc1cc(C)n(CC(=O)N2CCc3ccccc32)c(=O)c1C#N	-1%	7%	-3%	-7%	-10	1%	-3%	-3	-3%
Cc1cc(N2CCN(C)CC2)ccc1NC(=O)c1ccc(-c2ccc(Cl)cc2)o1	23µM*	1.2µM*	23µM*	0%	?	?	-8%	-10	6%
CC1Cc2nc(SCC(N)=O)n(Cc3ccccc3)c(=O)c2S1 (stereo not drawn)	-4%	-17%	-2%	-3%	-11	-22%	-6%	4	0%
CCOCCCNCc1ccc(OCc2ccccc2C)c(OC)c1	-1%	?	-15%	8%	-27	?	?	-17	11%
O=C1C=C(c2cc(F)ccc2F)C[C@@H](c2ccc(F)cc2)C1	12%	?	10%	-24%	-25	1%	-26%	23	-7%
N#Cc1nc(Cc2cccc3ccccc23)oc1NCc1ccco1	-2%[9.24 µM]	?	?	?	3	-7%	-29%	-28	1%
CCOC(=O)c1c(NC(=O)C2c3ccccc3Oc3ccccc32)sc(C)c1C	/	/	/	-30%	/	-4%	-13%	15	/
COc1ccc(N=C2SC(CC(=O)Nc3ccccc3)C(=O)N2CCN2CCOCC2)cc1 (stereo not drawn)	-2%	-5%	-16%	-18%	-9	19%	29%	-6	5%
CSCC[C@H](NC(=O)Cc1c(C)c2c(cc(C)c3c(C)coc32)oc1=O)C(=O)O	19%	5%	6%	26%	-5	-9%	14%	-11	-1%
Fc1ccc(Oc2ncccn2)c(F)c1	6%	4%	3%	2%	27	-1%	20%	1	2%
O=C(N[C@H]1CC[C@H](CCNC(=O)C2CC2)O[C@@H]1CO)c1ccccn1	15%	/	8%	2%	16	-10%	2%	-14	/
COC(=O)c1ccc(CO/N=C/c2ccccc2OC)cc1	12%	12%	0%	3%	0	14%	-3%	-3	-1%
Nc1nonc1-c1noc(COc2ccccc2Cl)n1	-22%	0%	-24%	7%	-57*	-18%	0%	-9	0%
Cc1nonc1OCCNc1ccc([N+](=O)[O-])cc1	-5%	-7%	-4%	?	-1	-15%	-6%	-11	-6%
CCO[C@H]1OC(C(=O)N2CCCCCCC2)=C[C@@H](c2ccc(C(F)(F)F)cc2)[C@@H]1CCCO	9%	-11%	-3%	1%	-16	-7%	1%	-4	-65%[inhibitor][9.22 µM]
COc1ccc(NC(=O)CSCC(=O)Nc2cc(Cl)ccc2N2CCCC2)cc1	-8%	?	-1%	-7%	24	?	-3%	-9	-1%
CCCCCCCCOC(=O)c1cc([N+](=O)[O-])c(Sc2ncnc3nc[nH]c23)c([N+](=O)[O-])c1	?	4%	13µM*	?	-71*	?	?	-12	?
C=CCN(c1ccc(C(=O)Nc2ccc(C)cc2)cc1)S(C)(=O)=O	5%	-8%	-5%	-6%	-12	-1%	-3%	-6	-2%
Cn1cnnc1SCC(=O)Nc1ccc2nc(SCc3ccccc3Cl)sc2c1	1%	?	2%	-4%	20	-8%	14%	5	-5%
Cc1ccc(CN2CCSCC2)cc1	7%	9%	5%	8%	6	-8%	-1%	-7	1%
CCOc1ccc(-n2c(SCc3ccc(C#N)cc3)nnc2-c2cccnc2)cc1	-20%	?	-12%	?	-21	-5%	-17%	-9	11%
N#Cc1cc2c(=O)n3ccccc3nc2n(CCCn2ccnc2)c1=N	-7%	9.2µM*	-1%	18%	?	0%	-7%	4	15µM*
O=C(COC(=O)Cc1ccc(Cl)c(Cl)c1)NCc1ccco1	1%	19%	0%	0%	-10	2%	12%	-9	-94%[inhibitor]
COc1ccc(OC)c(NC(=O)NNC(=O)COc2ccc([N+](=O)[O-])cc2)c1	-5%	1%	-14%	/	5	-4%	/	-17	-4%
Cc1ccc(S(=O)(=O)N[C@H](C(=O)N2CCC(C(=O)N[C@H](C(=O)O)c3ccccc3)CC2)C(C)C)cc1	0%	-7%	-1%	-6%	11	3%	-2%	-37	1%
CCOC(=O)c1c(-c2ccccc2)oc2cc(Br)c(O)cc12	-20%	16µM*	-18%	1%	0	-4%	11%	6	-13%
O=C(COC(=O)Cc1n[nH]c(=O)c2ccccc12)Nc1ncc(Cl)cc1Cl	-5%	4%	-1%	1%	22	1%	6%	2	-4%
O=C(COC(=O)/C=C/c1cccc(F)c1)NCc1ccc2c(c1)OCO2	15%	/	10%	15%	20	?	2%	0	/
Cc1ccc(CSCC(=O)N(C)CC(=O)Nc2ccccc2Cl)cc1	1%	1%	1%	-7%	1	-4%	-2%	0	-297%[inhibitor]
O=C(NC1CC1)c1ccc(CSCc2ccc(Cl)cc2)o1	-20%	/	-21%	?	-15	4%	-9%	-3	/
O=C(CN1CCOCC1)N1CCOCC1	4%	-23%	19%	?	-6	5%	?	-9	0%
COc1cccc(C(=O)/C=C/Nc2ccc(S(=O)(=O)Nc3cnc4ccccc4n3)cc2)c1	-14%	?	-16%	-2%	11	6%	1%	7	-32%[inhibitor]
O=C(COc1ccc(C(=S)N2CCOCC2)cc1)Nc1ccccc1C(F)(F)F	1%	11%	-7%	?	?	3%	?	-1	6%
Cc1cc(=O)n2nc(N3CCC(C(=O)NCc4cccc(Cl)c4)CC3)sc2n1	?	-1%	?	?	-20	2%	9%	-2	-15%
CCOC(=O)C1CCCN(C(=O)Cn2ncc3c(C)n(Cc4ccccc4Cl)c(C)c3c2=O)C1 (stereo not drawn)	/	/	/	0%	/	14%	-3%	9	/
CCC1(CC)C(=O)N(c2ccccc2)C(=N)N(c2ccccc2)C1=O	-4%	0%	0%	?	9	15%	7%	-2	-3%

# Some of the entries so far, with each value named.
> CCN1CCN(c2ncc3c(n2)CCN(Cc2ccccc2C)C3)CC1
  HT1080-NT tox = /
  MCF10A rerep = /
  HT1080 IDH1KD tx = /
  KB-V1 cytotox = 11%
  IL1B secr inh = /
  GLP1R cytotox = -13%
  KB-3-1 cytotox = ?
  D3 ag = -10
  SW480 rereplic = /
> Cc1cc(NC(=O)CCC(=O)N(c2cccnc2)C(C(=O)NC2CCCC2)c2ccccc2)no1 (stereo not drawn)
  HT1080-NT tox = 5%
  MCF10A rerep = -10%
  HT1080 IDH1KD tx = -3%
  KB-V1 cytotox = -2%
  IL1B secr inh = -1
  GLP1R cytotox = -2%
  KB-3-1 cytotox = 0%
  D3 ag = 0
  SW480 rereplic = -1%
